Bioassay records from PubChem BioAssay.
FBW7 activator = FBW7 E3 ligase activators, primary screen, biochemical, AlphaScreen, human | AlphaScreen FBW7–phospho-cyclin E peptide binding, activator screen | AID 1259310, 2017 | actives 0.13% (n = 650,000) | normalized activity (activation), % at 26.1 µM; in the data active = normalized activity above about 1.9%;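 note: purified mutant Fbw7 with reduced substrate affinity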
Target sequence (Q969H0 whole entry, looked up): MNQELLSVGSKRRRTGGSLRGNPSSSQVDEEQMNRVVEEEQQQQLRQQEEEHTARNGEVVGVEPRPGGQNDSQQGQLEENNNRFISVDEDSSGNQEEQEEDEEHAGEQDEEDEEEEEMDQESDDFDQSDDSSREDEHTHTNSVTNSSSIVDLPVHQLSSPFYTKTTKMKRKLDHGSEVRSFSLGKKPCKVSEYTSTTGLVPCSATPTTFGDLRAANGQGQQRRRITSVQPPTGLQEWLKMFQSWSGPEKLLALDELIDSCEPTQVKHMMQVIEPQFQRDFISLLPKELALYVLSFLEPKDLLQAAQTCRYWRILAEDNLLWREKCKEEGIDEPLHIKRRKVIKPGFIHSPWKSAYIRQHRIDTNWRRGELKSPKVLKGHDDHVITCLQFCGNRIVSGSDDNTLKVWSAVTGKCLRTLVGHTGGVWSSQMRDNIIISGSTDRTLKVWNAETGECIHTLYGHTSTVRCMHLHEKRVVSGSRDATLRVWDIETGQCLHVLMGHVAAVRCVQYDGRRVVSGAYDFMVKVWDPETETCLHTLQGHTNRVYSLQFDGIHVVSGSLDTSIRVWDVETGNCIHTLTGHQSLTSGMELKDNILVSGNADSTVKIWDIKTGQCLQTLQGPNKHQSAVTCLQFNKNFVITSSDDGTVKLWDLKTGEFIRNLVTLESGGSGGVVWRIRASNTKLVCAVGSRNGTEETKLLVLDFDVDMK
TEAD-YAP block = TEAD-YAP interaction inhibition, primary screen, TEAD-YAP interaction inhibitor project, luminescence, HEK-TIYL cells; inhibition, % at 9.12 µM; actives 1.4% (n = 640,000); TEAD-Gal4/YAP UAS-luciferase luminescence; in the data active = inhibition above about 32%;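 note: 0% = median of test compound wells and 100% = reference inhibitor wells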
GPR151 activ = activators of human GPR151, primary screen, cell-based, PathHunter beta-arrestin, luminescence; actives 1% (n = 650,000); activation, % at 11.2 µM; G-protein coupled receptor 151 (Homo sapiens), Q8TDV0; AID 1508602, 2020; PathHunter beta-arrestin GPR151 cells; in the data active = activation above about 4.9%;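 note: 0% = median of compound wells and 100% = cells with positive control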
MITF inh = MITF inhibitors, primary screen, biochemical, AlphaScreen, human; Microphthalmia-associated transcription factor (Homo sapiens), O75030; AlphaScreen MITF homodimerization, bead proximity signal; inhibition, % at 2.6 µM; actives 0.91% (n = 650,000); AID 1259374, 2018; in the data active = inhibition above about 50%;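 note: 0% = vehicle wells with protein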
Numbers without * were called inactive. The order is random; about 3.4% have a hit in one of these screens.

Value order – FBW7 activator	TEAD-YAP block	GPR151 activ	MITF inh
(1) O=C(Oc1cccnc1)c1ccc(Cl)c([N+](=O)[O-])c1
→ 0.2	11.0	1.6	-12.4
(2) CS(=O)(=O)c1cc(Cl)ccc1CN1CCc2nc3ncccc3cc2C1
→ 0.1	-11.4	0.7	3.4
(3) O=C(NCc1ccccc1)c1[nH]ncc1[N+](=O)[O-]
→ 0.1	3.1	0.0	0.5
(4) CCOc1ccc(NC(=O)NN2C(C)CCCC2C)cc1 (centres undefined)
→ -0.1	1.2	0.3	3.4
(5) CC(=O)N1CCc2cc(S(=O)(=O)NC(CC(C)C)C(=O)Nc3cc(C)ccn3)ccc21 (centres undefined)
→ -0.2	-0.2	-0.2	0.6
(6) CCN1CCN(Cc2c(O)ccc3c2O/C(=C\c2cc(OC)ccc2OC)C3=O)CC1
→ 0.2	-5.3	-1.2	-14.3
(7) COc1cc(NC(=O)c2ccnc(-c3ccc(N4CCOCC4)nc3)c2)cc(OC)c1OC
→ 0.0	-30.6	-0.4	11.9
(8) CC(C)n1cnc2c(NCCN3CCOCC3)nc(N3CCC(N4CCOCC4)CC3)nc21
→ 0.1	1.6	-0.6	17.9
(9) CCOc1cc(C=O)ccc1OCC(=O)Nc1cccc2ccccc12
→ 0.3	8.0	1.1	14.2
(10) CC(=N\O)/C(C)=N/NC(=O)c1ccccc1
→ 0.0	-57.5	-0.9	13.5
(11) CCN(CC(=O)NC1CCS(=O)(=O)C1)Cc1nc2sc3c(c2c(=O)[nH]1)CCC3 (centres undefined)
→ 0.2	4.0	-1.1	17.0
(12) COc1ccc2nc3c(cc2c1)CN(CC1CCCO1)C(=O)C(C)O3 (centres undefined)
→ 0.0	5.6	-0.2	18.8
(13) O=C1c2ccc(Br)cc2C(=O)N1CNc1cccc(F)c1
→ 0.0	2.2	-0.9	-0.8
(14) COc1ccc(NC(=O)C2=C(C)NC(=O)NC2c2ccc(F)cc2)c(OC)c1 (centres undefined)
→ 0.1	-4.4	1.2	-2.4
(15) COc1ccc(CN2CCN(C3CCCC3)C(CCO)C2)c(Cl)c1OC (centres undefined)
→ 0.0	9.4	0.7	-1.0
(16) CC(C)(C)CC(=O)NCC(c1ccco1)N1CCN(c2ccccc2F)CC1 (centres undefined)
→ 0.6	-3.5	-1.6	8.8
(17) Cc1nnc2ccc(N3CCN(C(=O)Cc4cccc5ccccc45)CC3)nn12
→ -0.2	15.8	-1.3	-5.9
(18) O=S(=O)(O)c1nc2ccccc2n1CCOc1ccccc1F
→ -0.1	-8.6	-0.9	-3.8
(19) COCCn1c(SCC(=O)N2CC(=O)Nc3ccccc32)nnc1-c1ccoc1C
→ 0.1	-13.9	7.6*	0.2
(20) CCCNc1ccnc(Nc2nccc3ccccc23)n1
→ -0.1	-3.7	0.1	9.3

Filtered by structure: the entries above containing four or more nitrogen atoms (8)
Value order – FBW7 activator	TEAD-YAP block	GPR151 activ	MITF inh
(3) O=C(NCc1ccccc1)c1[nH]ncc1[N+](=O)[O-]
→ 0.1	3.1	0.0	0.5
(5) CC(=O)N1CCc2cc(S(=O)(=O)NC(CC(C)C)C(=O)Nc3cc(C)ccn3)ccc21 (centres undefined)
→ -0.2	-0.2	-0.2	0.6
(7) COc1cc(NC(=O)c2ccnc(-c3ccc(N4CCOCC4)nc3)c2)cc(OC)c1OC
→ 0.0	-30.6	-0.4	11.9
(8) CC(C)n1cnc2c(NCCN3CCOCC3)nc(N3CCC(N4CCOCC4)CC3)nc21
→ 0.1	1.6	-0.6	17.9
(11) CCN(CC(=O)NC1CCS(=O)(=O)C1)Cc1nc2sc3c(c2c(=O)[nH]1)CCC3 (centres undefined)
→ 0.2	4.0	-1.1	17.0
(17) Cc1nnc2ccc(N3CCN(C(=O)Cc4cccc5ccccc45)CC3)nn12
→ -0.2	15.8	-1.3	-5.9
(19) COCCn1c(SCC(=O)N2CC(=O)Nc3ccccc32)nnc1-c1ccoc1C
→ 0.1	-13.9	7.6*	0.2
(20) CCCNc1ccnc(Nc2nccc3ccccc23)n1
→ -0.1	-3.7	0.1	9.3

The list continues.
Value order – FBW7 activator	TEAD-YAP block	GPR151 activ	MITF inh
(21) COC(=O)C(C)Sc1ncnc2c1c(-c1ccccc1)cn2-c1ccc(OC)cc1 (centres undefined)
→ 0.4	8.9	-2.2	11.4
(22) Cc1ccc(CN2CCNC(=O)C2CC(=O)N(C)Cc2nccs2)o1 (centres undefined)
→ -0.1	-0.1	1.7	-5.8
(23) COc1cc2nc(=S)n3[nH]c(C)nc3c2cc1OC
→ 0.6	-10.1	-0.9	21.2
(24) Cc1ccc(CN2CCN3C(=O)[C@H](Cc4ccccc4)NC(=O)[C@H]3C2)cc1F
→ 0.0	-9.7	1.3	-16.3
(25) COCC(=O)NC(c1nnc2n1CCN(Cc1cc(C)ccc1C)CC2)C(C)C (centres undefined)
→ -0.1	3.0	0.8	-4.4
(26) O=C(Cn1ncc2c1-c1ccccc1OC2)NC1CCCCCC1
→ 0.1	8.4	0.6	4.2
(27) Cc1cc([N+](=O)[O-])cc(C)c1OCC(=O)NN
→ -0.1	-1.4	-1.1	-2.6
(28) Cc1ccc(OCC(=O)Nc2ccccc2C(C)C)cc1C
→ -0.1	-3.8	2.2	-2.3
(29) CC(C)N(Cc1nc(-c2ccccc2)no1)C(=O)N1CCOCC1
→ 0.0	0.8	-0.8	-0.2
(30) COc1cc(C=C2C(=O)NC(=S)NC2=O)cc(Br)c1O
→ 0.1	2.4	-1.3	22.9
(31) COc1ccc(CCNC(=O)CSc2nc3ccccc3s2)cc1OC
→ 0.0	12.7	-0.3	-11.3
(32) Cc1csc(NC(=O)CSc2ncnc3scc(-c4ccc(F)cc4)c23)n1
→ 0.4	-0.5	0.6	3.6
(33) Cc1oc(C2CC2)cc1C(=O)N[C@@H](C)Cn1nnc2ccccc21
→ -0.1	-23.0	1.6	5.9
(34) COc1ccc2c(c1)C(C)=CC(C)(C)N2C(=O)CSc1nnc(C)s1
→ -0.1	-0.6	-1.6	10.8
(35) Nc1nc(Nc2ccccc2)cc(-c2csc3ccccc23)n1
→ 0.7	-27.4	-1.4	14.8
(36) CC(C)NC(=O)Cc1c(C(=O)O)[nH]c2ccccc12
→ 0.3	-0.2	0.4	-3.7
(37) COCCOC(=O)c1c(C)oc2c1cc(NS(=O)(=O)c1ccc(Cl)c([N+](=O)[O-])c1)c1ccccc12
→ 0.1	7.9	2.5	2.5
(38) COc1ccc(OC)c(-c2nnc(N)s2)c1
→ -0.1	-9.3	1.6	-15.4
(39) CN(C)C(=O)CSc1nnc(-c2ccc3c(c2)OCO3)n1C
→ 0.0	-6.2	0.4	1.4
(40) CC1(C)C(=O)NCCN1C(=O)Cc1ccc2c(c1)OCO2
→ -0.1	4.2	0.3	0.2
(41) COc1ccc(Cn2c(=O)[nH]c3c(C(N)=O)nc(-c4cccc5ccccc45)nc32)cc1
→ 1.3	-6.6	1.7	11.5
(42) O=C(CCS(=O)(=O)c1ccc(Br)s1)N1CCc2ccccc21
→ 0.1	2.9	-0.7	-9.1
(43) Cc1cc(C)n2nc(S(=O)(=O)NC(C)(C(N)=O)C(C)C)nc2n1 (centres undefined)
→ 0.1	2.9	-0.8	7.9
(44) Cc1ccc(NC(=O)N2CCC(CN3CCCCC3)CC2)c(C)c1
→ -0.1	-3.7	0.3	3.2
(45) CC1=C(C(=O)N2CCOc3ccc(C(O)C4CCCCC4)cc3C2)OCCO1 (centres undefined)
→ -0.1	-2.1	0.0	5.8
(46) Cc1cc2cc(CNC(=O)c3ccc(OC(C)C)cc3)ccc2n1C
→ 0.7	1.2	-0.1	19.3
(47) Cc1ccc(N=Cc2ccccc2O)cc1F
→ 0.8	-0.1	1.2	26.9
(48) Cc1ccc(-c2c(C(=O)Nc3ccc(C)cc3Cl)oc(=O)c3ccccc23)cc1
→ -0.1	0.9	1.7	-3.1
(49) CCOc1cc(/C=C2\C(=O)NC(=O)N(c3ccccc3C)C2=O)ccc1O
→ -0.1	15.3	-0.3	-8.2
(50) CCN(Cc1ccccc1)C(c1ccccn1)c1nnnn1C(C)(C)C (centres undefined)
→ 0.1	3.9	-0.2	12.9
(51) CCOc1cc(C#N)ccc1OCC(=O)NCc1ccc2c(c1)OCO2
→ 0.0	-0.2	-0.7	-7.3
(52) Cc1c(CC(C)C)nc(C#N)c(N)c1-c1ccccc1
→ 0.0	-12.9	0.8	0.5
(53) CNCCOc1cccc2ccccc12
→ -0.2	3.9	-0.2	28.2
(54) O=c1[nH]c2ccccc2n1CCCNCc1cccs1
→ 0.0	1.8	1.1	27.1
(55) COc1cc(-c2nnc(SCC(=O)c3ccc(F)cc3)n2C)cc(OC)c1OC
→ 0.1	17.8	1.6	7.9
(56) O=C1NC(=O)/C(=C/c2cc3c(cc2[N+](=O)[O-])OCO3)N1
→ 0.8	-5.8	1.2	5.4
(57) CCc1cc2cccc(C)c2nc1SCC(=O)NNC(=O)c1ccco1
→ -0.1	5.0	0.3	-3.0
(58) CC(C)c1ccc(/C=N/NC(=O)c2ccccc2O)cc1
→ 0.0	14.9	-0.2	-5.1
(59) Cc1c(C(c2ccc(OC(=O)/C=C\c3ccco3)cc2)c2c(C)n(C)n(-c3ccccc3)c2=O)c(=O)n(-c2ccccc2)n1C
→ -0.2	-0.8	-0.2	3.4
(60) CCCC(=O)Nc1ccc2c(c1)ncn2-c1ccc(C)cc1
→ 0.1	-42.9	1.2	7.5
(61) CCOc1cc(CNCCCO)cc(Cl)c1OCc1ccccc1F
→ 0.2	1.7	0.9	2.4
(62) CCOC(=O)C1=C(C)NC2=C(C(=O)CC(c3ccccc3)C2)C1c1ccccc1[N+](=O)[O-] (centres undefined)
→ 0.1	-6.0	0.1	23.0
(63) C=CCSc1nc2c(c(=O)n1-c1cccc(OC)c1)C1(CCCCC1)Cc1ccccc1-2
→ 0.5	-5.0	-0.1	7.0
(64) COC(=O)c1ccc2c(=O)n(CCc3ccc(S(N)(=O)=O)cc3)c(SCC(=O)NCCc3ccc(S(N)(=O)=O)cc3)nc2c1
→ 0.0	-6.8	-0.9	6.9
(65) CCN(CC)Cc1ccccn1
→ 0.6	-9.5	-2.3	-6.0
(66) COc1ccc(S(=O)(=O)N(CC(=O)NCCc2ccc(OC)c(OC)c2)c2ccc(C)cc2)cc1
→ 0.0	35.5*	-0.9	1.3
(67) Cc1ccc(C(=O)NNC2=CC(=O)CCC2)cc1
→ -0.1	-41.5	2.0	-2.2
(68) Cc1ccccc1C(=O)Nc1sc2c(c1C(=O)N1CCOCC1)CCC(C(C)(C)C)C2 (centres undefined)
→ -0.1	0.8	1.9	-12.5
(69) CCCN1CCC(=NNC(=O)c2ccccc2)CC1
→ -0.2	-72.4	-2.1	-11.0
(70) Cc1c(O)ccc(C(=O)CN2CCN(c3ccccc3F)CC2)c1O
→ -0.1	3.1	5.0*	-0.7

(more compounds)
Value order – FBW7 activator	TEAD-YAP block	GPR151 activ	MITF inh
(71) Cc1ccc(CC2CC(=O)N(C(Cc3ccccc3)C(=O)O)C2=O)cc1 (centres undefined)
→ -0.1	-3.5	0.7	10.1
(72) COC(=O)c1ccc(N2C(=O)CC(N3CCN(c4ccc(OC)cc4)CC3)C2=O)cc1 (centres undefined)
→ 0.0	2.5	-1.4	7.3
(73) COc1ccc(Cl)cc1NC(=O)c1cc2nc(-c3ccc(C)cc3)cc(C(F)(F)F)n2n1
→ 0.0	-5.2	-0.1	1.4
(74) CCS(=O)(=O)c1ncc(Cl)c(C(=O)Nc2ccc(Cl)cc2)n1
→ -0.1	28.4	-2.4	-5.3
(75) Cc1nc(C)n(CC(O)COc2ccc3c4c(c(=O)oc3c2)CCC4)n1 (centres undefined)
→ -0.1	7.9	0.3	-10.6
(76) O=C(Nc1cc(Cl)cc(Cl)c1)c1cccnc1
→ 0.0	-11.3	-0.8	4.9
(77) C/C(=C\C(=O)c1cccnc1)Nc1ccc(O)cc1
→ -0.5	0.7	-0.8	11.3
(78) Cc1ccc(-c2nnc3ccc(SC(C)C(=O)O)nn23)cc1 (centres undefined)
→ -0.1	-8.3	-0.3	-1.6
(79) COc1ccccc1NC(=O)C1=C(C)Nc2nc(-c3cccs3)nn2C1c1ccncc1 (centres undefined)
→ 0.2	12.5	-1.4	1.9
(80) O=[N+]([O-])c1ccccc1S(=O)(=O)N1CCN(Cc2ccsc2)CC1
→ -0.2	4.7	0.1	39.8
(81) CC(C)OCCCNC(=O)CCCCCn1c(=S)[nH]c2ccc(Br)cc2c1=O
→ 0.0	-2.4	-0.4	-11.5
(82) Cc1cccc(C)c1N1C(=O)c2nccnc2C1=O
→ -0.2	-1.0	0.6	-0.2
(83) Cc1[nH]cnc1CN1CCOc2ccc(C(O)C3CCCCC3)cc2C1 (centres undefined)
→ 0.2	-0.3	-0.1	18.8
(84) COc1ccc(C2=Nc3ccccc3N=C(c3cc(C)ccc3O)C2)cc1
→ 0.1	-56.8	1.9	0.0
(85) O=C(c1cnc(Cl)c(Cl)c1)N1CCc2ccccc21
→ 0.0	2.1	2.4	-2.1
